# Screening results as filed in PubChem.
# M17LAP inhibition – P. falciparum M17LAP inhibitors, primary screen, biochemical, fluorogenic H-Leu-NHMec substrate, 1536-well (AID 1619); Leucine aminopeptidase (Plasmodium falciparum (isolate 3D7)); 0.38% of 220,000 active; inhibition, % at 30 µM, or IC50 in µM where a hit was titrated; recombinant M17LAP, H-Leu-NHMec fluorogenic kinetic assay; higher % means a stronger effect;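 active means compound inhibiting the enzyme by more than half at any dose during confirmatory dose-response retesting; inconclusive means strong single-dose inhibitors picked by rank but not retested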;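 further: plate controls were full reaction with DMSO carrier for no effect and no enzyme background for full effect; strong numbers were not always called active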
# Autophagy mod – autophagy modulators in MEF cells, primary screen, imaging, high-content, MEF GFP-LC3 | calls only at 10 µM (by protocol) | MEF GFP-LC3 puncta imaging; test concentration mostly 10 µM | 0.98% of 190,000 active;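 active means percentage of spot-positive cells more than 3 SD above its plate mean, without a fluorescence outlier flag or 80% toxicity; inconclusive means no clear call, values can overlap the other calls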;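 further: spot-positive cell cutoff set from DMSO-treated cells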
# ER stress rescue – rescue of cells from ER stress-induced death, primary screen, 384-well, CSM14.1, thapsigargin, ATP luminescence (AID 1222); CSM14.1 thapsigargin-induced death rescue, ATP luminescence; higher % means a stronger effect; cellular ATP content (survival), % at 20 µM, or EC50 in µM where a hit was titrated; 190,000 tested, under 10 active;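 active means EC50 below 50 µM in the dose-response confirmation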;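 further: death triggered by thapsigargin at about 15 µM added after 2 h compound pretreatment; cell ATP read after overnight thapsigargin exposure of roughly 18 to 22 hours; normalized against plate controls of thapsigargin alone and 5% DMSO vehicle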
# UTI89 phage lysis – inhibition of K1F phage lysis, E. coli UTI89, bacterial capsule biogenesis inhibitors, alamar blue (AID 488966); E. coli UTI89 K1F phage lysis, alamar blue, 2 h; higher % means a stronger effect; inhibition, % at 100 µM, or IC50 in µM where a hit was titrated; 0.02% of 340,000 active;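 active means phage lysis inhibition, versus mean bacterial control, above a set limit; inconclusive means no clear call, values can overlap the other calls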;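 further: capsule biogenesis inhibitors block K1F phage lysis so surviving cells raise fluorescence; higher fluorescence means more inhibition of phage lysis; actives were called in the ten point dose series up to 300 µM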
# MT stabilizer – microtubule stabilizers in HeLa cells, primary screen, imaging, high-content imaging | HeLa tubulin immunostaining HCS, 24 h; share of cells brighter than vehicle mean+2SD | % tubulin-high responders, % at 10 µM | 0.83% of 200,000 active;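 active means plate Z-score above 3 for both tubulin-high and condensed-nucleus cell shares, with cell loss under 80%, at 10 µM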;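 further: anti alpha tubulin signal scored within the nucleus-defined area of each cell; some results filed as inactive read as strong as hits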
# P. falciparum M1AAP – P. falciparum M1AAP inhibitors, biochemical, fluorogenic H-Leu-NHMec substrate, 1536-well (AID 1445). inhibition, % at 30 µM, or IC50 in µM where a hit was titrated. recombinant M1AAP, H-Leu-NHMec fluorogenic kinetic assay; higher % means a stronger effect. 0.42% of 220,000 active;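 active means primary inhibition above the hit cutoff, then over 50% inhibition at one or more dose response concentrations, cut at about 23% in these data, passing the limit was not always enough; inconclusive means conflicting primary data, or primary hits not chosen for dose response; inactive means low primary inhibition, or under 50% at every dose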;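 further: plate controls were DMSO full reaction for no effect and no enzyme background for full effect; strong numbers were not always called active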
# Ins promoter up – insulin promoter activators in MIN6 cells, imaging, high-content screening, mouse beta cells. MIN6 insulin promoter-GFP reporter; active compounds read high. z-score at 5 µM. 0.3% of 190,000 active;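 active means z-score above 3 at 5 µM with at least 500 cells counted in the well; inconclusive means wells under 500 cells, flagged as cytotoxic or low count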
# bCat nuc transl – modulators of beta-catenin nuclear translocation, primary screen, imaging, HeLa cells, immunofluorescence, high-content; 0.3% of 190,000 active; nuclear translocation activity, % at 5 µM;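 active means nuclear translocation activity above 50% at 5 µM, with a well cell count of 50 or more; inconclusive means wells under 50 cells across six images, flagged as toxic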;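 further: per-cell ratio of nuclear to cytoplasmic median beta-catenin stain intensity; plate controls were DMSO negative control for no effect and GSK-3 inhibitor IX positive control for full effect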
#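 System: HeLa cells, endogenous beta-catenin; compound dosing: 5 µM primary single dose, 0.1% DMSO, 0.02–20 µM confirmation series; incubation: 24 h compound exposure at 37°C, 5% CO2; signal: beta-catenin immunofluorescence imaging with DAPI; evaluation: % activation, nuclear-to-cytoplasmic median beta-catenin signal ratio per cell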
# Dynein transport – inhibitors of GR-EGFP nuclear translocation, primary screen, dynein cargo transport inhibitor project, imaging, high-content, 3617.4 mouse cells. test concentration mostly 20 µM; stimulated with dexamethasone, 1 µM; active compounds read low. z-score, hits read low. 0.47% of 220,000 active;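 active means plate z-score of nuclear minus cytoplasmic receptor signal below a set negative limit, without overly bright fluorescence or cell loss, cut at about -3.5 in these data, passing the limit was not always enough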;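 further: z-score of nuclear minus cytoplasmic ring GR-EGFP intensity difference per well; some compounds called inactive have numbers as strong as hits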
#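 Medium: Induction medium lacking tetracycline, stripped serum | Probe or stimulus: 1.0 µM final dexamethasone stimulus | Schedule: 48 h induction, then 1 h compound, then 30 min agonist, 37 °C | Signal: Automated 10x imaging of fixed Hoechst-stained cells | Evaluation: Per-cell GR-EGFP intensity, nucleus versus surrounding cytoplasmic ring, well-averaged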
# Dynein transport cytoplasmic EGFP – also measured in Dynein transport; calls as there; z-score; measured here: cytoplasmic GR-EGFP intensity; active compounds read high
# Dynein transport nuclear GR-EGFP – further read-out of Dynein transport, marked with its call; z-score; measured here: nuclear GR-EGFP intensity;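 lower value marks the stronger effect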
# Dynein transport cell count – further read-out of Dynein transport, marked with its call; z-score; measured here: cell count per field
# Ins promoter up cell count – further read-out of Ins promoter up, marked with its call; cell count; measured here: cytotoxicity, nuclei count;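 total cells summed across four imaged fields per well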
# bCat nuc transl cell count 5 µM – second read-out of bCat nuc transl, no call of its own (marks repeat the call); cell count; measured here: cell count, cytotoxicity flag
# MT stabilizer Hoechst-high % – further read-out of MT stabilizer, marked with its call; % Hoechst-high responders; measured here: nuclear condensation Hoechst responders;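 share of cells brighter than vehicle mean plus two SD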
# MT stabilizer cytotoxicity % – also measured in MT stabilizer; calls as there; toxicity, %; measured here: cytotoxicity by cell density;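 0% = mean cell density of plate MIN control wells and 100% = no cells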
# Autophagy mod cell loss 18 h – also measured in Autophagy mod; calls as there; toxicity, %; measured here: cell loss, nuclei count;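 cell loss after 18 h compound exposure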
# An asterisk follows results filed as active; i = inactive; ? = inconclusive; / = not tested or not shown; [ ] = dose if it differs, or a comment.
item	Structure	M17LAP inhibition	Autophagy mod	Autophagy mod cell loss 18 h	ER stress rescue	UTI89 phage lysis	MT stabilizer	MT stabilizer Hoechst-high %	MT stabilizer cytotoxicity %	P. falciparum M1AAP	Ins promoter up	Ins promoter up cell count	bCat nuc transl	bCat nuc transl cell count 5 µM	Dynein transport	Dynein transport cytoplasmic EGFP	Dynein transport nuclear GR-EGFP	Dynein transport cell count
1	Cc1sc(-c2ccccn2)nc1OC(=O)c1ccc(F)cc1F	1%	i	4	-1.3%	2.0%	2.0	4.1	12	12%	-0.78	577	-5.2	1139	2.2	1.2	1.3	-1.7
2	COc1cc2c(cc1OC)-c1cc(Nc3ccc(N(C)C)cc3)nc(=O)n1CC2	1%	/	/	/	-0.8%	/	/	/	?	-0.36	1393	-0.6	1306	0.51	-0.23	0.18	-0.39
3	O=c1c(O)c(-c2cccs2)oc2ccccc12	0%	i	9	-1.7%	0.2%	2.4	0.5	32	32%	-0.25	1812	-0.5	1064	1	0.24	1.4	-1.2
4	CCCn1c(SCC(=O)NCCc2ccccc2)nnc1-c1ccccn1	-4%	i	-9	/	0.3%	2.6	2.6	19	0%	-0.09	972	-2.3	1078	0.31	-0.23	0.14	0.44
5	NC(=O)C1(N2CCCCC2)CCN(C(=S)Nc2cccc(Cl)c2)CC1	-8%	i	20	-2.6%	1.6%[50 µM]	3.8	1.7	9.4	-2%	-0.14	1107	-1.4	524	1.5	-0.22	0.45	-0.89
6	O=C(CSc1nnc(-c2ccco2)o1)c1ccc(F)c(F)c1	-5%	i	10	-0.4%	0.8%	1.4	1.6	7.8	-3%	1.3	1259	-7.2	1020	-0.47	-0.2	-0.14	0.004
7	O=C(CN1CCN(S(=O)(=O)c2ccccc2[N+](=O)[O-])CC1)Nc1ccc(N2CCOCC2)cc1	3%	/	/	/	0.3%	/	/	/	-2%	-0.27	1008	1.1	1301	-0.38	-0.1	-0.45	-0.033
8	COc1ccc(C(CNC(=O)c2ccc(S(=O)(=O)N(C)C)cc2)N(C)C)cc1 (stereo unspecified)	-2%	i	18	0.3%	0.1%	1.7	0.6	2.6	3%	-0.89	1510	-0.9	1067	0.11	-0.24	0.055	0.21
9	O=C(c1ccc2c3c(cccc13)CC2)C1CCCN(C(=O)c2ccc[n+]([O-])c2)C1 (stereo unspecified)	-17%	/	/	/	0.5%	/	/	/	6%	-0.2	1053	1.5	1311	-0.13	-0.25	0.047	0.45
10	O=C(CSc1nnc2c(n1)[nH]c1ccccc12)Nc1ccc(S(=O)(=O)Nc2ncccn2)cc1	28µM*	i	-4	-0.9%	-1.1%	3.0	1.9	5.2	62µM*	1.2	1174	-1.6	1120	0.65	-0.39	-0.12	0.05
11	CC(=O)c1ccccc1Oc1nc(CN2CCOCC2)nc2scc(-c3cccs3)c12	6%	i	-2	3.2%	-0.4%	1.8	2.0	5.8	5%	-1.1	988	-2.4	895	-0.45	-0.14	0.15	-0.6
12	O=C(O)CC/C(=N\Nc1ccc([N+](=O)[O-])cc1S(=O)(=O)N1CCOCC1)c1cccs1	31%	/	/	/	-0.2%	/	/	/	17%	0.02	1327	-2.4	1180	0.79	-0.16	0.25	-0.39
13	C=CCNC(=O)C1CC(=O)N(c2ccc(OCC(=O)Nc3ccc(Cl)c(C(F)(F)F)c3)cc2)C1 (stereo unspecified)	-4%	i	-2	-0.9%	0.2%	2.3	1.5	0.2	0%	1	1012	/	/	1.2	0.052	1.1	-1.4
14	O=[N+]([O-])c1ccc(/C=N/n2cnc3ccccc32)s1	-3%	i	16	-0.4%	0.4%	6.0	8.9	22	7%	?	/	2.7	543	-1	-0.15	-0.4	0.63
15	COC(=O)c1ccccc1NC(=O)N1CCN(Cc2ccco2)CC1	1%	i	14	-0.1%	1.7%	1.0	1.2	0.9	3%	0.25	1611	-2.8	1045	-0.78	-0.26	-0.32	0.33
16	CCN(CC)C(=O)c1c(-c2ccccc2)oc2ccc(OC)cc12	15%	i	28	-0.5%	0.0%	2.9	1.4	11	1%	0.07	1137	-1.3	528	1.2	0.12	1.2	-0.25
17	Cc1cccc(-c2noc(CCCOc3ccc(Cl)cc3Cl)n2)c1	5%	i	3	-1.1%	0.7%	1.7	1.9	7.7	-4%	/	/	-2.7	1194	0.35	-0.21	0.27	0.17

# Laid out differently: seven of the compounds above.
11	CC(=O)c1ccccc1Oc1nc(CN2CCOCC2)nc2scc(-c3cccs3)c12
12	O=C(O)CC/C(=N\Nc1ccc([N+](=O)[O-])cc1S(=O)(=O)N1CCOCC1)c1cccs1
13	C=CCNC(=O)C1CC(=O)N(c2ccc(OCC(=O)Nc3ccc(Cl)c(C(F)(F)F)c3)cc2)C1 (stereo unspecified)
14	O=[N+]([O-])c1ccc(/C=N/n2cnc3ccccc32)s1
15	COC(=O)c1ccccc1NC(=O)N1CCN(Cc2ccco2)CC1
16	CCN(CC)C(=O)c1c(-c2ccccc2)oc2ccc(OC)cc12
17	Cc1cccc(-c2noc(CCCOc3ccc(Cl)cc3Cl)n2)c1

assay / compound	11	12	13	14	15	16	17
M17LAP inhibition	6%	31%	-4%	-3%	1%	15%	5%
Autophagy mod	i	/	i	i	i	i	i
Autophagy mod cell loss 18 h	-2	/	-2	16	14	28	3
ER stress rescue	3.2%	/	-0.9%	-0.4%	-0.1%	-0.5%	-1.1%
UTI89 phage lysis	-0.4%	-0.2%	0.2%	0.4%	1.7%	0.0%	0.7%
MT stabilizer	1.8	/	2.3	6.0	1.0	2.9	1.7
MT stabilizer Hoechst-high %	2.0	/	1.5	8.9	1.2	1.4	1.9
MT stabilizer cytotoxicity %	5.8	/	0.2	22	0.9	11	7.7
P. falciparum M1AAP	5%	17%	0%	7%	3%	1%	-4%
Ins promoter up	-1.1	0.02	1	?	0.25	0.07	/
Ins promoter up cell count	988	1327	1012	/	1611	1137	/
bCat nuc transl	-2.4	-2.4	/	2.7	-2.8	-1.3	-2.7
bCat nuc transl cell count 5 µM	895	1180	/	543	1045	528	1194
Dynein transport	-0.45	0.79	1.2	-1	-0.78	1.2	0.35
Dynein transport cytoplasmic EGFP	-0.14	-0.16	0.052	-0.15	-0.26	0.12	-0.21
Dynein transport nuclear GR-EGFP	0.15	0.25	1.1	-0.4	-0.32	1.2	0.27
Dynein transport cell count	-0.6	-0.39	-1.4	0.63	0.33	-0.25	0.17
